# mIAP block: inhibitors of mouse IAP, primary screen, biochemical, luminescence, uHTS. purified mouse IAP, CDP-Star luminescence, 30 min. intestinal alkaline phosphatase [Mus musculus]. 0.2% of 330,000 active. inhibition, % at 10 µM. AID 2806, 2010;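 active means inhibition of at least 40% at 10 µM in the primary screen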;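 further: plate controls were DMSO with enzyme for no effect and no enzyme wells for full effect; values of inactives mirror those of a sister screen read the other way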
# hIAP inh: human IAP inhibitors, primary screen, biochemical, luminescence, uHTS; purified IAP, CDP-Star luminescence, 30 min; inhibition, % at 10 µM; 0.12% of 330,000 active;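 active means inhibition reaching a set limit with compound at 10 µM in the primary screen, cut at about 35% in these data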;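 further: plate controls were DMSO wells with enzyme for no effect and no-enzyme buffer wells for full effect; values of inactives mirror those of a sister screen read the other way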
# hIAP act: human IAP activators, primary screen, biochemical, luminescence, uHTS; Intestinal-type alkaline phosphatase (Homo sapiens), P09923; purified human IAP, CDP-Star luminescence, 30 min; active compounds read high; 1 = vehicle-only enzyme, 0 = enzyme-free background; activation factor at 10 µM; 0.16% of 330,000 active;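 active means activation factor of the enzyme at least 2-fold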; further: the source names both 10 and 20 µM as test concentration; values of inactives mirror those of a sister screen read the other way
# A3G deaminase: APOBEC3G DNA deaminase inhibitors, primary screen, biochemical, fluorescence, single-stranded DNA substrate, uHTS; DNA dC->dU-editing enzyme APOBEC-3G (Homo sapiens), Q9HC16; recombinant A3G, ssDNA deamination FAM/TAMRA fluorescence; inhibition, % at 20 µM; 0.28% of 330,000 active;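 active means inhibition of at least 40% at 20 µM, with no more than 30% in the related APOBEC3A deaminase screen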;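 further: plate controls were DMSO wells with A3G for no effect and wells lacking A3G enzyme for full effect; some compounds called inactive have numbers as strong as hits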
# Target sequence (Q9HC16 whole entry, looked up): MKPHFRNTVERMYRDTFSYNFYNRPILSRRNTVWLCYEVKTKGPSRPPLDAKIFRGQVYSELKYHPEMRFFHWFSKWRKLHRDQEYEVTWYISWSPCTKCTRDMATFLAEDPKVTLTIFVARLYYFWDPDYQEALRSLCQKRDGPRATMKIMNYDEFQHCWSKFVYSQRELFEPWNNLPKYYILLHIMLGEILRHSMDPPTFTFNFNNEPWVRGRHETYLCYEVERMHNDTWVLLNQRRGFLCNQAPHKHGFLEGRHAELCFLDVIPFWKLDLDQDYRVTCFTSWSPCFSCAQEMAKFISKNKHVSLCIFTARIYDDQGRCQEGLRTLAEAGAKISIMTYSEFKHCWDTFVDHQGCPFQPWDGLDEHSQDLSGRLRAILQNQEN
# APOBEC3A inh: APOBEC3A ssDNA deaminase inhibitors, primary screen, selectivity assay for APOBEC3G inhibitor project, biochemical, FAM/TAMRA oligo cleavage fluorescence; DNA dC->dU-editing enzyme APOBEC-3A (Homo sapiens), P31941; recombinant A3A, FAM/TAMRA ssDNA deamination fluorescence; inhibition, % at 20 µM; 0.41% of 330,000 active;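 active means at least 40% inhibition at 20 µM here, with at most 30% in a related deaminase screen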;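 further: plate controls were A3A with DMSO for no effect and wells lacking A3A enzyme for full effect; some results filed as inactive read as strong as hits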
# Target sequence (P31941 whole entry, looked up): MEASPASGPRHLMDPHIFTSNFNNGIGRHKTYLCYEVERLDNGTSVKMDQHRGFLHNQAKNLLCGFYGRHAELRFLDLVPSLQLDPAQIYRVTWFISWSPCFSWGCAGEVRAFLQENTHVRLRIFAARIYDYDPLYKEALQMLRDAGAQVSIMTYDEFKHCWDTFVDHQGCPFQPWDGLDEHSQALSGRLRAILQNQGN
# ATG4B inhibitor: ATG4B protease inhibitors, primary screen, biochemical, fluorescence, uHTS; Cysteine protease ATG4B (Homo sapiens), Q9Y4P1; ATG4B cleavage of LC3-PLA2, NBD-HPC fluorescence, 1 h; inhibition, % at 8.33 µM; 0.51% of 340,000 active; AID 504462, 2011; in the data active means inhibition above about 40%
# Target sequence (Q9Y4P1 whole entry, looked up): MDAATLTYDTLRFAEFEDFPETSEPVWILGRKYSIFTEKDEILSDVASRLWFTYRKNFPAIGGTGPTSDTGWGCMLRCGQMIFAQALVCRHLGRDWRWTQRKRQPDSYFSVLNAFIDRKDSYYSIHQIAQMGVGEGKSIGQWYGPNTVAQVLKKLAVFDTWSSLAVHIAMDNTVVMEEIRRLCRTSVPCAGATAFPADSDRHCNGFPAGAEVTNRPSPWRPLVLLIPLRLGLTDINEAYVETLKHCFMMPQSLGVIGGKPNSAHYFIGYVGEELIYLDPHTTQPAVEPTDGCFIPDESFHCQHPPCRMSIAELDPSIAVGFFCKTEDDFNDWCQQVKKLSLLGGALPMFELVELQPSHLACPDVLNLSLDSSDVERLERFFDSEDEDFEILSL
# MPTP block: mitochondrial permeability transition pore inhibitors, primary screen, biochemical, isolated mouse mitochondria, absorbance; Ca2+ swelling absorbance, 30 min; inhibition, % at 10 µM; 1.4% of 360,000 active;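 active means inhibition of 50% or more, scaled per plate between neutral and stimulator controls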;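 further: 0% = DMSO wells given calcium and 100% = 1 mM EGTA wells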
# beta cell repl: inducers of MIN6 beta-cell proliferation, primary screen, ATP luminescence, uHTS; MIN6 cells proliferation, ATPlite luminescence, 48 h; cells starved in 0.2% serum; 100% = growth in 10% serum; proliferation, % at 10 µM; 0.29% of 330,000 active; AID 2380, 2010;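 active means compounds whose signal lies at least 3.5 SD above the mean of all wells on their plate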;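 further: 0% = DMSO-treated cells in low-serum medium and 100% = 10% serum control; some compounds called inactive have numbers as strong as hits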
# mIAP activ: activators of mouse IAP, primary screen, biochemical, luminescence, uHTS. intestinal alkaline phosphatase [Mus musculus]. muIAP, CDP-Star luminescence, 30 min; active compounds read high; 1 = vehicle-only enzyme signal, 0 = enzyme-free wells. activation factor at 10 µM. 0.24% of 330,000 active;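 active means activation factor of at least 2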; further: the source names both 10 and 20 µM as test concentration; values of inactives mirror those of a sister screen read the other way
#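 System: mouse IAP enzyme. Reagent: CDP-Star chemiluminescent phosphatase substrate. Benchmarks: DMSO wells, no-enzyme wells. Times: 30 min enzyme-substrate-compound incubation at room temperature. Detection: luminescence from enzymatic CDP-Star hydrolysis. Doses: test compounds delivered from DMSO solution.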
# Active calls of the source: *; . = no result given.
mol	mIAP block	hIAP inh	hIAP act	A3G deaminase	APOBEC3A inh	ATG4B inhibitor	MPTP block	beta cell repl	mIAP activ
O=C(Nc1nnc(-c2ccco2)s1)C1CC1	18	-6	1.1	-7	-4	-1	1.6	-1	0.81
O=C(CN1CCN(Cc2ccccc2)CC1)N/N=C/c1cccs1	-1	7	0.93	4	2	-6	0.4	0	1
Cc1cc([N+](=O)[O-])nn1CCCC(=O)NC1CCCCC1	-13	23	0.77	-5	0	-3	-1.2	2	1.1
COc1ccccc1NC(=O)CSC1=NC(=O)C(Cc2ccccc2)C(=O)N1 (configuration not stated)	-3	-5	1.1	-6	-1	-8	0.5	-2	1
Cc1cc(C)n2nc(C(=O)OCC(=O)Nc3cc(Cl)ccc3C)nc2n1	0	-3	1	-6	-2	3	-0.8	1	1
O=C(NNC(=O)C1CC=CCC1)c1ccccc1Cl (configuration not stated)	1	-6	1.1	7	-6	-8	1.4	-1	0.99
Cc1ccc2c(C)cc[n+](CCCS(=O)(=O)[O-])c2c1	0	1	0.99	-4	-2	7	-1.5	0	1
O=C1/C(=C\c2ccco2)NC(=S)N1c1ccccc1	28	-26	1.3	-3	6	1	2.5	-1	0.72
Cc1ccc(N(CC(=O)N2CCc3ccccc32)S(=O)(=O)c2cccs2)cc1	-5	-5	1.1	-4	0	1	-0.4	-1	1
Cc1nn(CC(=O)NCC(C)c2ccccc2)c(=O)c2cc3occc3n12 (configuration not stated)	-4	2	0.98	-5	-4	3	0.4	-1	1
CS(=O)(=O)Nc1ccc(C(=O)Nc2ccc(S(=O)(=O)N3CCCC3)cc2)cc1	-1	-9	1.1	-6	-3	-7	0.2	-2	1
CS(=O)(=O)N(Cc1ccccc1)c1ccc(C(=O)NCCSc2ccccn2)cc1	-2	-1	1	-7	-7	1	0.3	1	1
Cc1ccc(NC(=O)c2nc[nH]c2C(=O)N2CCCCC2)c(C(=O)c2ccccc2)c1	4	-5	1	-6	-4	-10	-0.5	-1	0.96
COc1ccc(C2C(C(=O)N3CCOCC3)=C(C)NC3=C2C(=O)CC(C)(C)C3)c(OC)c1 (configuration not stated)	-7	-7	1.1	-2	-2	-2	0.3	-4	1.1
O=[N+]([O-])c1cccc(/C=N/Nc2cc(Cl)nc(-c3ccccc3)n2)c1	8	14	0.86	-2	1	-3	5.9	-4	0.92
O=C(Nc1cccc(NC(=O)c2cccc([N+](=O)[O-])c2)n1)c1cccc([N+](=O)[O-])c1	-11	-7	1.1	-3	-5	1	7.4	-2	1.1
N#CCn1c(CCl)nc2ccccc2c1=O	6	4	0.96	-16	-4	-3	2.2	-1	0.94
Cc1cn2c(-c3ccc(Cl)cc3)nnc2s1	0	5	0.95	-3	-2	3	-1.9	3	1
CCOc1cc(NC(=S)Nc2cccc(OC)c2)c(OCC)cc1NC(=O)C1CC1	-3	15	0.85	-6	-2	-5	0.0	-1	1
CCOc1ccc(Nc2ncnc3c2cnn3C)cc1	-3	-8	1.1	-5	-2	-7	-1.4	-1	1
COc1ccccc1-c1cc(C(=O)N2CCN(c3ccccc3OC)CC2)no1	0	-5	1.1	-8	-2	5	-3.8	-3	1
COc1ccc(/C=C/C(=O)OCC(=O)NCC2CCCO2)cc1 (configuration not stated)	0	7	0.93	-3	-2	6	-0.2	-1	0.99
Cc1n[nH]c(=S)n(/N=C/c2cccs2)c1=O	-4	-29	1.3	-3	-4	-2	-1.6	-1	1
Cc1noc(C)c1CSc1nc2ccccc2c(=O)n1-c1ccccc1	1	17	0.83	-8	-1	54*	4.5	0	0.99
COc1cccc(C2NC(=O)NC(C)=C2C(=O)Nc2cc(OC)ccc2OC)c1 (configuration not stated)	-9	-6	1.1	0	0	-2	-0.8	-2	1.1
CC(=O)N=c1c(C#N)cc2c(=O)n3cccc(C)c3nc2n1Cc1ccco1	6	-6	1.1	31	20	-6	1.1	-2	0.94
O=C(CCCN1C(=O)c2ccccc2C1=O)Nc1nnc(C2CC2)s1	3	-7	1.1	-6	17	-1	-1.3	0	0.97
Cc1nc2nc(SCC(=O)NCCCN3CCCC(C)C3)nn2c(C)c1Cc1ccccc1Cl (configuration not stated)	2	-10	1.1	-9	-6	-4	-1.4	3	0.98
Cc1n[nH]c(=O)c2c1nnn2Cc1ccc(F)cc1	2	-1	1	4	0	3	2.5	-1	0.98
CC(=O)Nc1ccc(S(=O)(=O)NCCC(=O)OCC(=O)c2ccccc2)cc1	-4	-13	1.1	-12	-1	-1	-0.5	-3	1
[O-][n+]1c2ccccc2cc2ccccc21	-8	12	0.88	-5	-1	-1	0.3	2	1.1
CCOC(=O)c1cc(S(=O)(=O)N2CCN(C(=O)OCC)CC2)cn1C	5	2	0.98	-4	-4	-10	-1.3	7	0.95
CCOC(=O)c1c(NC(=S)NC)sc2c1CC(C)(C)SC2	9	2	0.98	-5	-2	-6	14	-2	0.91
Cc1nn(CC(=O)N(CC(C)C)C2CCS(=O)(=O)C2)c(C)c1[N+](=O)[O-] (configuration not stated)	5	-16	1.2	-6	-1	-9	-0.4	-4	0.95
CC(C)C(CO)N1CCN(Cc2ccccc2)CCC1=O (configuration not stated)	4	12	0.88	10	61*	-18	0.1	0	0.96
CCn1cnnc1SCC(=O)c1c(N)n(C2CC2)c(=O)[nH]c1=O	1	-12	1.1	-4	4	10	0.1	-2	0.99

# 9 structures from above, sorted by count of non-hydrogen atoms, highest first:
mol	mIAP block	hIAP inh	hIAP act	A3G deaminase	APOBEC3A inh	ATG4B inhibitor	MPTP block	beta cell repl	mIAP activ
COc1ccc(C2C(C(=O)N3CCOCC3)=C(C)NC3=C2C(=O)CC(C)(C)C3)c(OC)c1 (configuration not stated)	-7	-7	1.1	-2	-2	-2	0.3	-4	1.1
O=C(Nc1cccc(NC(=O)c2cccc([N+](=O)[O-])c2)n1)c1cccc([N+](=O)[O-])c1	-11	-7	1.1	-3	-5	1	7.4	-2	1.1
COc1ccccc1NC(=O)CSC1=NC(=O)C(Cc2ccccc2)C(=O)N1 (configuration not stated)	-3	-5	1.1	-6	-1	-8	0.5	-2	1
Cc1nn(CC(=O)N(CC(C)C)C2CCS(=O)(=O)C2)c(C)c1[N+](=O)[O-] (configuration not stated)	5	-16	1.2	-6	-1	-9	-0.4	-4	0.95
O=C(CN1CCN(Cc2ccccc2)CC1)N/N=C/c1cccs1	-1	7	0.93	4	2	-6	0.4	0	1
CCn1cnnc1SCC(=O)c1c(N)n(C2CC2)c(=O)[nH]c1=O	1	-12	1.1	-4	4	10	0.1	-2	0.99
CCOc1ccc(Nc2ncnc3c2cnn3C)cc1	-3	-8	1.1	-5	-2	-7	-1.4	-1	1
Cc1n[nH]c(=O)c2c1nnn2Cc1ccc(F)cc1	2	-1	1	4	0	3	2.5	-1	0.98
O=C(Nc1nnc(-c2ccco2)s1)C1CC1	18	-6	1.1	-7	-4	-1	1.6	-1	0.81

# The list goes on.
mol	mIAP block	hIAP inh	hIAP act	A3G deaminase	APOBEC3A inh	ATG4B inhibitor	MPTP block	beta cell repl	mIAP activ
O=C(Nc1ccc(S(=O)(=O)N2CCCC2)cc1)c1cccc(OC(F)F)c1	7	12	0.88	-4	30	-2	0.2	1	0.93
Cc1c(C(=O)N/N=C/c2ccc(N(C)C)cc2)[nH]c2ccc(Cl)cc12	-3	-12	1.1	-7	8	-2	80*	-4	1
NC(=S)NN=C1C2CC3CC(C2)CC1C3	-1	-20	1.2	-8	-5	2	-1.8	-5	1
CCN(CC)C(=O)Oc1ccc2c(=O)c(-c3ccc(OC)cc3)c(C)oc2c1	1	3	0.97	-1	2	8	-1.7	0	0.99
Cc1ccccc1-c1nsc(SCC(=O)NCc2ccc3c(c2)OCO3)n1	6	-3	1	3	1	41*	1.9	-2	0.94
CC1=Nc2cc(C(=O)NCC3CCCO3)ccc2Sc2ccc(C)cc21 (configuration not stated)	-2	7	0.93	1	-1	7	0.3	-1	1
Cc1cccc(C(=O)NCc2nnc(SCC(=O)NC3=NCCS3)n2C)c1	-12	-17	1.2	-1	2	7	-0.9	-3	1.1
COc1cccc(C2/C(=C(/O)c3ccc4c(c3)CC(C)O4)C(=O)C(=O)N2c2nnc(C)s2)c1 (configuration not stated)	10	-7	1.1	-5	-4	4	-0.4	3	0.9
FC(F)(F)COc1nc(OCC(F)(F)F)nc(N2CCN(c3ccccc3)CC2)n1	-1	-3	1	-8	-6	-6	0.8	-1	1
CN(Cc1ccccc1)C(=O)c1[nH]cnc1C(=O)N[C@@H](CCCCNC(=O)OC(C)(C)C)C(=O)OC(C)(C)C	4	-35	1.3	-10	-3	8	-0.6	-3	0.96
CCCCC(=O)Nc1cccc(C(=O)N/N=C/c2ccc(OC)cc2OC)c1	5	5	0.95	-8	0	-14	1.6	0	0.95
Cc1cc(NC(=O)c2ccc3c(c2)C(=O)N(C(C)(C)C)C3=O)no1	4	-17	1.2	-6	-1	7	-0.6	-1	0.96
Cc1ccc(SCC(=O)Nc2cc(C)on2)cc1	2	4	0.96	-7	-2	-8	0.2	-3	0.98
Cc1cccc(OCc2nc(C#N)c(NCCN(C)C)o2)c1	2	12	0.88	-7	-4	-5	0.4	-2	0.98
Nc1cc(-c2nn[nH]n2)ccc1F	10	-1	1	5	8	1	0.4	0	0.9
C=Cc1ccc(Cn2nc(-c3ccccc3)ccc2=O)cc1	-1	-4	1	-6	-2	-10	3.7	-1	1
O=C1CCc2cc(S(=O)(=O)NCCC(=O)N3CCN(c4cccc(Cl)c4)CC3)ccc2N1	-3	-12	1.1	-6	-5	-9	2.9	-3	1
CC(=O)Nc1ccc(S(=O)(=O)N2CCN(CC(=O)N3CCOCC3)CC2)cc1	-11	6	0.94	-4	-2	-2	2.2	-2	1.1
Cc1nc2ccc(NC(=O)[C@@H](NC(=O)c3c(F)cccc3F)C(C)C)cc2s1	-6	3	0.97	-10	3	-45	-0.3	-6	1.1
CCNS(=O)(=O)c1ccc(CCC(=O)NC2CCCC2)cc1	-20	1	0.99	-6	-1	-8	0.4	4	1.2
Cc1sc2ncnc(SCC(=O)Nc3ncccc3O)c2c1C	37	-5	1	1	4	7	-0.8	8	0.63
CCN(c1ccccc1)S(=O)(=O)c1cc2c3c(c1)CCN3C(=O)CC2	0	-4	1	-2	0	.	-0.6	1	1
Nc1ccc2c(c1)OCCOCCOCCOCCOCCO2	2	-5	1.1	-2	2	0	-0.8	-4	0.98
CCOC(=O)Cn1ccc(-c2ccccc2)c(C#N)c1=O	-1	-5	1.1	-7	5	5	-0.4	-2	1
